Compound activity deposited in PubChem BioAssay by several laboratories.
PPARg SRC-2 ag = promotes SRC-2 coactivator recruitment by human PPARgamma; P37231; PPARgamma LBD-SRC-2 recruitment, biochemical; activation, % at 8 µM; 200,000 compounds, 0.34% hits; in the data active means activation above about 22%;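 further: 0% = vehicle and 100% = reference agonist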
PPARg SRC-3 ag = agonists of human PPARgamma SRC-3 coactivator recruitment. biochemical PPARgamma/SRC-3 coactivator recruitment assay. 200,000 compounds, 0.26% hits. P37231. activation, % at 8 µM; in the data active means activation above about 23%;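 further: 0% = DMSO and 100% = reference agonist; some compounds past the cut are filed as inactive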
S1P3 antagonist = antagonists of human S1P3 receptor; 170,000 compounds, 0.27% hits; Q99500; inhibition, % at 4.98 µM; CHO S1P3 NFAT-BLA reporter, FRET fluorescence, antagonist mode;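 active means inhibition above the plate cutoff, the mean inhibition of test wells on that plate plus 3 SD, cut at about 28% in these data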;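 further: cells challenged with S1P at its EC80 of 0.8 µM; blue over green emission ratio from cleaved BLA substrate after 4 h stimulation; 0% = S1P-stimulated wells and 100% = unstimulated DMSO-only wells; some compounds past the cut are filed as inactive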
Target sequence (Q99500 whole entry, looked up): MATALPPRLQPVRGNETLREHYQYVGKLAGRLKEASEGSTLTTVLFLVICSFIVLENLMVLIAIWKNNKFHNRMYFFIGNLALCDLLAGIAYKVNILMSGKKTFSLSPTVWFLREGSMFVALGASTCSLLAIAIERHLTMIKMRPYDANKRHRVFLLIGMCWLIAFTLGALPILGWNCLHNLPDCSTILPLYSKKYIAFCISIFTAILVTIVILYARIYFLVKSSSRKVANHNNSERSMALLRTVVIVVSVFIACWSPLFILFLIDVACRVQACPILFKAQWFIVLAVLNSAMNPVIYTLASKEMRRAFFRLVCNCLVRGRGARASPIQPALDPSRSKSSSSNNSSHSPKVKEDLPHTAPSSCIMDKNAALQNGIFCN
Lmaj promast = Leishmania major promastigote growth inhibition; Leishmania major promastigotes, resazurin fluorescence viability; inhibition, % at 10 µM; 200,000 compounds, 9% hits; AID 1063; in the data active means inhibition above about 50%;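 further: promastigotes grown with compound for 44 hours at 28 °C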
DTT redox prof = compounds producing H2O2 with reducing agent – biochemical, NIH compound library profiling, artefact control for MLSCN library redox annotation, primary screen. DTT-dependent redox cycling H2O2, phenol red/HRP absorbance; 100% = 100 µM peroxide control, 0% = buffer. activation, % at 10 µM. 200,000 compounds, 0.03% hits;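 active means activation of at least 50% relative to the plate's high and low controls in the primary single-dose screen; inactive means activation below 50%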;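 further: compound incubated with DTT at 0.8 mM final as the reducing agent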
SRC2 TRFRET art = TR-FRET artefact, counter-screen to PPARgamma/SRC-2 agonist assay. hits give high values. TR-FRET ratio at 8 µM. 200,000 compounds, 0.4% hits. AID 1049; in the data active means TR-FRET ratio above about 2000; further: inactives centre near 1500; reference of the scale not given here
HMGR II inh = inhibitors of class II HMG-CoA reductase from Enterococcus faecalis; purified E. faecalis HMGR, NADPH absorbance 340 nm kinetic; inhibition, % at 10 µM; 190,000 compounds, 0.41% hits;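 active means inhibition above a set limit, the median over all tested compounds plus 3 SD, cut at about 9.5% in these data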;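 further: enzyme runs in reverse so mevalonate oxidation gives rising NADPH absorbance; 0% = complete reaction with DMSO and 100% = background rate lacking mevalonate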
bIAP inhibitor = blocks bovine intestinal alkaline phosphatase activity; purified bovine IAP, CDP-star luminescence, 30 min; inhibition, % at 20 µM; 190,000 tested, under 10 active; AID 1019;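 active means over 50% inhibition of intestinal alkaline phosphatase at 20 µM in the single-dose screen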
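Assay system: bovine IAP enzyme; medium: DEA buffer 100 mM, pH 9.8, with MgCl2 1.0 mM, ZnCl2 0.02 mM; doses: 20 µM single dose; incubation: enzyme reaction for 30 min at room temperature; detection: CDP-star luminescence signal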
ROMK mod = modulators of human ROMK potassium channel; P48048; Tet-inducible ROMK, thallium flux fluorescence; actives lie on both sides; B-score at 10 µM; 130,000 compounds, 2% hits; AID 1918;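 active means signal ratio slope over the read window, or its plate-corrected B-score, at least 3 SD from the plate mean, either direction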;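 further: B-score of the F/F0 ratio slope over 7 to 12 s after thallium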
Target sequence (P48048 whole entry, looked up): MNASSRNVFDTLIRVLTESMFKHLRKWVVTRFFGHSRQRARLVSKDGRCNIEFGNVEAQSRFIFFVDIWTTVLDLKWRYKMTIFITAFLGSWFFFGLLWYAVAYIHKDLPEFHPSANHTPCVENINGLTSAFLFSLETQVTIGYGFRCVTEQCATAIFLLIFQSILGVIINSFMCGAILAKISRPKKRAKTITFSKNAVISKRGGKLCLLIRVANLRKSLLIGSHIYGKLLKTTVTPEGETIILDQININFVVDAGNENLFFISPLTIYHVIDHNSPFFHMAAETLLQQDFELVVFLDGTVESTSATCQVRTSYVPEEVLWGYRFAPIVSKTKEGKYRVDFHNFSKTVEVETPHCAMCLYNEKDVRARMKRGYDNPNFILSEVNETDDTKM
PPARg SRC-1 ag = PPARgamma-driven SRC-1 recruitment agonism; activation, % at 8 µM; P37231; AID 631; PPARgamma-SRC-1 coactivator recruitment biochemical assay; 200,000 compounds, 0.41% hits; in the data active means activation above about 19%;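 further: 0% = DMSO and 100% = reference agonist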
RAM network inh = yeast RAM network inhibition. 190,000 compounds, 1.8% hits. AID 868. S. cerevisiae dse1pr::URA3 reporter, 5-FOA growth OD615, 2 d; analog-sensitive cbk1-as2 kinase mutant strain. inhibition, % at 50 µM;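 active means inhibition above a set limit, 3 SD over mean compound inhibition, cut at about 8.4% in these data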;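 further: 0% = DMSO-only wells with no growth and 100% = 10 µM 1-NA-PP1 full growth; inhibition rescues growth on 5-FOA so higher OD means more RAM inhibition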
An asterisk follows results filed as active; . = no result given; & = joins results of further samples.

SMILES	PPARg SRC-2 ag	PPARg SRC-3 ag	S1P3 antagonist	Lmaj promast	DTT redox prof	SRC2 TRFRET art	HMGR II inh	bIAP inhibitor	ROMK mod	PPARg SRC-1 ag	RAM network inh
O=C(c1ccc(Cl)cc1)C1CCCN(Cc2ccc3ncccc3c2)C1 (stereo unspecified)	7	1	-10	88*	-1.4	1578	-8	8	-0.84	5	-1.0
O=C(Nc1cccc(OC(=O)N2CCCCC2)c1)N1CCCCC1	7	1	3	-3	-0.5	1666	-1	-7	.	-4	1.1
O=C(Cn1c(=O)n(CC2CS2)c2ccccc21)N1CCCCC1 (stereo unspecified)	2	-4	7	3	0.7	1568	-4	-2	1.4	-7	2.6
CN1C(=O)NC(=O)/C(=C\c2ccc([N+](=O)[O-])o2)C1=O	8	4	6	0	-1.9	1573	-5	2	0.4	0	-0.2
CC(=O)NC(=O)NC(C)Cc1ccccc1 (stereo unspecified)	2	10	.	-8	4.1	1517	-4	3	.	6	1.7
CC(C)N1CCN(Cc2cccc([N+](=O)[O-])c2)CC1	0	2	-6	-4	0.0	1530	-2	8	.	3	2.5
Cc1nn(-c2ccccc2)c2c1C(c1ccc3c(c1)OCO3)SCC(=O)N2 (stereo unspecified)	0	-3	-11	99*	-0.1	1415	0	-7	-0.16	-1	0.0
O=P1(Nc2ccc(F)cc2)COc2ccccc2OC1	2	1	0	-2	-0.6	1481	-5	3	.	-3	2.9
Cc1ccc2nsnc2c1-n1c(C)nc2ccccc2c1=O	1	-5	-12	-4	3.5	1623	-8	2	.	5	1.4
COCc1ccc(CN2CCCC(C(=O)c3sccc3C)C2)o1 (stereo unspecified)	2	3	-9	14	-0.3	1726	2	-6	-0.00084	4	0.1
Nc1c(C(=O)NCc2ccco2)c2nc3ccccc3nc2n1CCN1CCCCC1	-1	4	.	64*	0.0	1471	-3	-12	-0.57	1	-0.7
CCCNS(=O)(=O)c1ccc(OCC(=O)N2CCN(Cc3ccc4c(c3)OCO4)CC2)cc1	5	1	19	-5	0.5	1421	3	-10	.	3	-0.1
S=C1CN=C(c2ccccc2Cl)c2cc(Cl)ccc2N1	-6	1	.	25	1.0	1432	-1	2	-0.033	-6	0.9
Cc1ccccc1-n1c(O)c(/C=N/Nc2nc3c(c(=O)n(C)c(=O)n3C)n2C)c(=O)[nH]c1=S	12	6	-6	-15	-0.4	1707	2	11	0.046	4	-0.8
COC(=O)C(O)(c1ccc2c(c1)CCCN2)C(F)(F)F (stereo unspecified)	-3	-8	-2	-4	-2.1	1436	-7	10	.	1	0.6
CC(C)C(C)(NC(=O)c1cccn(Cc2ccc3c(c2)OC(F)(F)O3)c1=O)C(N)=O (stereo unspecified)	-10	1	2	-6	-0.4	1521	-2	-16	-0.53	-6	0.1
CCc1cccc(CC)c1NC(=S)N1CC2CC(C1)c1cccc(=O)n1C2 (stereo unspecified)	-1	-6	0	22	0.4	1772	-2	15	.	3	1.1
CN1CCc2c([nH]c3ccccc23)C1	10	3	-15	-10	-0.3	1559	1	-4	.	13	0.5
COc1ccc(Br)cc1CN1CCN(C(=O)Cc2ccccc2)CC1	9	6	.	11	-3.4	1580	-3	11	.	10	-0.1
CN(C)CP(=O)(Nc1ccccc1)N(C)C (stereo unspecified)	-6	-3	-1	-4	0.1	1544	-5	23	-0.17	0	0.3
O=C1N(c2ccccc2)C(c2cccnc2)N2CCCN12 (stereo unspecified)	-3	-7	-1	-1	0.8	1425	3	0	2.5*	-6	1.0
CCCCN(Cc1ccccc1)C1CCN(CCc2ccccc2)CC1	0	-1	-1	91*	1.2	1506	-2	4	-0.99	6	2.0
COC(=O)C(O)(c1ccc(N(C)C(=O)c2cccs2)cc1)C(F)(F)F (stereo unspecified)	5	5	1	97*	-0.2	1601	3	-10	-0.44	10	0.0
C=CCn1c(O)c(/C=N/N2CCOCC2)c(=O)[nH]c1=S	7	7	-21	-5	-0.3	1524	0	4	.	8	-1.0
Cc1ccc2c(c1)C1CN(C)CCC1N2C(=O)/C(C#N)=C/c1ccc2c(c1)OCO2 (stereo unspecified)	8	0	-8	2	-0.6	1749	1	-11	-3.1*	14	1.1
Cc1ccc2c(CN3CC=C(c4ccccc4)CC3)cc(=O)oc2c1C	0	-1	5	-4	1.6	1626	-7	8	-0.53	1	1.7
CCCNC(=O)N1C2CCC1CC(O)(c1cccnc1)C2 (stereo unspecified)	-8	-5	-17	24	-0.2	1564	-2	18	-0.45	4	1.2
Cc1cccc(C)c1OC(=O)Cc1ccccc1	9	-3	-9	0	-2.7	1653	0	6	-0.65	13	-0.1
O=C(NCc1ccc(C(=O)N2CCC3(CC2)OCCO3)cc1)c1ccc2c(c1)OCO2	12	-1	-19	-3	-0.1	1864	-1	0	-0.049	12	0.5
COc1ccc(C2CN(C)CC2C(=O)c2ccc(F)cc2)cc1Cl (stereo unspecified)	-10	1	-11	30	-1.1	1485	-6	-4	-0.45	-14	0.4
O=C(CN1CC(c2ccccc2)CC1=O)Nc1cccc(F)c1 (stereo unspecified)	-4	1	7	-8	-0.3	1452	-8	-5	-1.5	2	-0.3
CC(C(=O)Nc1ccc(Cl)cc1Cl)N1CC=C(c2ccccc2)CC1 (stereo unspecified)	7	4	-2	-3	0.8	1519	-2	-21	.	-1	0.4
O=c1[nH]c(=O)n(-c2ccc(Cl)cc2)c(O)c1C=NCCN1CCCCC1	-8	-4	-8	-3	-0.1	1565	-1	9	0.44	-8	1.3
N#CC1(c2ccccc2)CCN(C2CC(=O)N(c3cccc(F)c3)C2=O)CC1 (stereo unspecified)	-5	-1	12	6	-0.8	1296	0	4	-0.24	7	4.2
O=C(Cc1ccccc1)OC(COCc1ccccc1)CN1CCOCC1 (stereo unspecified)	-4	13	-20	-4	0.0	1345	-3	-2	.	0	0.3
Cc1ccc(-n2c(O)c(C=NC3CCCCC3N)c(=O)[nH]c2=O)cc1C (stereo unspecified)	6	-8	-22	-6	1.6	1486	-5	-32	.	2	1.3
CCOc1ccccc1OCC(=O)Nc1ccc(Cl)cc1C(=O)c1ccccc1	-1	-3	9	7	0.0	1520	2	8	-0.089	1	9.6*
O/N=C1\CCC2CN(C3CCCCC3)CC2C1 (stereo unspecified)	-1	-8	-8	1	-0.3	1476	0	0	.	2	-0.9
CN1C(=O)C(=Cc2cc([N+](=O)[O-])ccc2N2CCCCC2)C(=O)N(C)C1=O	-11	1	-7	2	-0.1	1455	2	13	0.049	-4	0.7
CCSc1nnc([C@@H](N)Cc2c[nH]c3ccccc23)o1	-3	12	-57	-6	-0.1	1471	0	5	.	-3	-0.8
CCN1CCN(c2ccc(NC(C)=O)cc2Cl)CC1	-8	-4	0	-7	0.2	1527	-5	-16	-0.2	-6	1.7
CN(C)C1=C(C#N)C(c2ccccc2)=NP(N(C)C)(N(C)C)=N1	-6	6	-3	12	0.3	1539	1	1	.	-4	1.8
CC(=O)Nc1ccc(OC(=O)N2CCCCC2)cc1	-5	-6	-2	-6	0.9	1444	0	3	0.97	-1	-0.8
O=c1[nH]c(=O)n(-c2ccccc2)c(O)c1/C=C/C=Nc1ccccc1	3	3	-12	-6	0.4	1562	0	20	.	2	2.0
COc1ccccc1NC1=NCCS1	13	14	.	4	-0.5	1816	-3	0	.	6	3.4

Two compounds drawn at random from the list so far:
SMILES	PPARg SRC-2 ag	PPARg SRC-3 ag	S1P3 antagonist	Lmaj promast	DTT redox prof	SRC2 TRFRET art	HMGR II inh	bIAP inhibitor	ROMK mod	PPARg SRC-1 ag	RAM network inh
CN1C(=O)C(=Cc2cc([N+](=O)[O-])ccc2N2CCCCC2)C(=O)N(C)C1=O	-11	1	-7	2	-0.1	1455	2	13	0.049	-4	0.7
N#CC1(c2ccccc2)CCN(C2CC(=O)N(c3cccc(F)c3)C2=O)CC1 (stereo unspecified)	-5	-1	12	6	-0.8	1296	0	4	-0.24	7	4.2

The listing continues.
SMILES	PPARg SRC-2 ag	PPARg SRC-3 ag	S1P3 antagonist	Lmaj promast	DTT redox prof	SRC2 TRFRET art	HMGR II inh	bIAP inhibitor	ROMK mod	PPARg SRC-1 ag	RAM network inh
O=C(CN1CCOCC1)c1ccc2cc[nH]c2c1	3	0	-5	-5	-0.5	1530	4	5	.	-2	-0.8
CC/C(=N\N1CCN(C)CC1)c1c(O)[nH]c(=O)[nH]c1=O	1	-1	-17	-4	0.3	1668	-6	31	.	-2	-0.5
Cc1cc(NC(=O)CCC(=O)N2CCC3(CC2)OCCO3)no1	-2	-5	10	-1	0.3	1465	-3	-3	0.7	1	-1.3
O=C(CN1CC(c2ccccc2)CC1=O)NCc1ccc(F)cc1 (stereo unspecified)	0	1	-11	-6	0.4	1560	-2	8	5.3e-05	6	1.2
O=[N+]([O-])c1ccccc1CNCCc1ccc(F)cc1	-6	-8	.	24	0.4	1443	-6	2	-1.6	0	0.1
CN1C(=O)c2ccccc2NC(=O)C1Cc1ccccc1 (stereo unspecified)	-4	-2	9	-2	0.4	1538	-5	5	.	-4	-0.5
CC(=O)N1N=C2C3CCN(CC3)C2C1c1ccc(C)cc1 (stereo unspecified)	13	7	-21	-8	-0.4	1693	-6	4	-1.1	7	0.6
COc1cc(CC2(CCc3ccncc3)C(=O)NC(=O)NC2=O)cc(OC)c1OC	6	2	-8	-2	-0.7	1640	0	-6	0.73	-1	-0.4
Cc1cc(Oc2ccc(C(F)(F)F)cc2[N+](=O)[O-])c2c3c(c(=O)oc2c1)CCCC3	5	2	-3	7	0.7	1598	1	-6	.	-2	2.5
CCCCCCC[n+]1ccc(-c2cc[n+](CCCCCCC)cc2)cc1	-5	-3	-5	-2	-0.9	1326	-7	-3	-2.6	-10	2.2
O=C(c1cc(-c2ccncc2)nc2ccccc12)N1CCC2(CC1)OCCO2	4	7	.	4	-0.4	1648	1	-4	.	1	1.9
COc1ccc(N2C(=O)NC(=O)/C(=C\c3ccc([N+](=O)[O-])s3)C2=O)cc1	6	5	-23	97*	-1.1	1794	-1	2	-1.5	12	-0.8
Cc1ccccc1-n1c(C)nc2sccc2c1=O	10	11	.	-3	-2.7	1585	6	-1	.	3	4.0
O=[N+]([O-])/C=C1\NCCN1Cc1ccc(Cl)nc1	4&-3	-2&0	-13&10	-1&-7	-0.1&-0.1	1619&1524	-6&-2	10&4	0.46&0.11	5&-3	3.6&0.3
COc1ccc(-n2c(O)c(C(C)=NCc3ccco3)c(=O)[nH]c2=O)cc1	-10	-4	-16	-1	-0.9	1742	-4	-4	0.19	8	2.4
CCOC(=O)C(O)(c1ccc(N)c(OC)c1)C(F)(F)F (stereo unspecified)	1	-11	3	-14	-0.1	1590	-1	8	.	2	0.3
O=C(c1cc(-c2cccnc2)nc2ccccc12)N1CCC2(CC1)OCCO2	2	4	-15	-4	-2.7	1680	3	0	.	7	-0.5
CN1CCN(c2c(F)cc([N+](=O)[O-])c(N)c2Br)CC1	-1	-2	-7	11	0.3	1495	-3	28	0.055	-4	1.7
CC(C)(C)P(=O)(c1ccncc1)N1CCCC1 (stereo unspecified)	2	-2	-13	-7	-2.5	1621	2	14	.	2	0.4

A portion of the library (hit frequency here may not be typical).
